Compound activity as filed in PubChem BioAssay.
KDM5B inhibitor: inhibitors of human KDM5B histone demethylase. Q9UGL1. KDM5B demethylase, FDH-coupled NADH fluorescence (FDH is formaldehyde dehydrogenase). Potency, µM (doses to about 57.7 µM), inactives show at the top dose activity change, negative = inhibition, hits mostly inhibitors. 220,000 compounds, 2.6% hits. AID 1347165; active = well fitted inhibition curve with a large enough effect; inconclusive = small, poorly fitted or top-dose-only effect; inactive = no such curve, though single readings can be large or run the other way; also: 0% is about no effect; nearly all actives have a fitted effect of over 70% in size
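Inhibition is measured as reduced NADH fluorescence generation from FDH coupling to formaldehyde release. Truncated KDM5BΔAP at 200 nM final acts on H3K4me3 peptide (12.5 µM in substrate mix) in pH 7.5 HEPES buffer with Tween-20, 30 min, room temperature.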
Numbers without * were called inactive; ? = inconclusive; & = joins results of further samples; [ ] = another dose, or the depositor's remark. Potency is read from the fitted curve at half-maximal effect. A portion of the library; rates above refer to the full screens.

Start of the data: the first 3 entries, to show the layout:
molecule,KDM5B inhibitor
O=C(Nc1cccc(F)c1)C1CC2CCCC(C1)C2=O (centres undefined),3%
CC1=C(C(=O)OCC2CCCCC2)C(c2cccc(Cl)c2Cl)CC(=O)N1 (centres undefined),7%
COc1cc(OC)c(NC(=O)C2=C(C)C(=O)OC23CCN(C(C)=O)CC3)cc1Cl,-6%

Results, repeating the preview:
molecule,KDM5B inhibitor
O=C(Nc1cccc(F)c1)C1CC2CCCC(C1)C2=O (centres undefined),3%
CC1=C(C(=O)OCC2CCCCC2)C(c2cccc(Cl)c2Cl)CC(=O)N1 (centres undefined),7%
COc1cc(OC)c(NC(=O)C2=C(C)C(=O)OC23CCN(C(C)=O)CC3)cc1Cl,-6%
COc1ccc(NC(=O)CCc2ccnc(N3CCCC3)c2)c(OC)c1,?
COC(=O)c1cccc(NC(=O)Nc2cc(C(=O)NCc3cccc(F)c3)ccc2N2CCCC2)c1,-29%
Cc1cc(C)c2oc(=O)cc(CN3CCN(C)CC3)c2c1,-28%
COc1ccc(C(=O)N2CCC3(CC2)OC(=O)N(Cc2ccccc2F)C3(C)c2ccccc2)cc1 (centres undefined),-19%
CCOc1ccc(CNCc2c(C(=O)O)c(C)n(Cc3cccc(OC)c3)c2C)cc1OC,-24%
CN1C[C@@H]2CCCN3CCC[C@@H]([C@H]23)[C@H]1CCCC(=O)NCCc1nc2ccccc2[nH]1,11%
Cc1nc(CC2CCN(Cc3cc4n(n3)CCNC4)CC2)no1,1%
CC(C)(C)N1CC(c2nc(-c3ccc4nc[nH]c4c3)no2)CC1=O (centres undefined),3%
Cc1cc(NC(=O)c2cc(-c3ccc(Br)cc3)nc3ccccc23)nn1C,?
COc1cccc(CN2C(=O)CCCCC2C(=O)NCCc2nc3ccccc3n2C)c1 (centres undefined),20%
O=C(NC[C@H]1O[C@@H]2C[C@@H](CC(=O)N3CCOCC3)O[C@@H]2[C@@H]1O)NC1CCCCC1,9%[86.2 µM]
CC(C)C(=O)N(Cc1ccc(-c2cccc(Cl)c2)o1)C1CCS(=O)(=O)C1 (centres undefined),-13%
CN1/C(=C/C(=O)COC(=O)c2cc3c(s2)CCC3)C(C)(C)c2ccccc21,?
COc1cccc(-n2ccnc2SCC(=O)Nc2nc3ccc(C)cc3s2)c1,-17%
CC(C)CCC(=O)NC1CCN(c2cn[nH]c(=O)c2)CC1,15%
C[C@H](O)c1onc(-c2ccccc2)c1C(=O)N1CCOCC1,34%[activator][86.2 µM]
Cc1ccc2nc(-c3cc(-c4ccccc4)no3)cn2c1,?

Brought forward from above: five compounds, followed by the next part.
molecule,KDM5B inhibitor
CN1/C(=C/C(=O)COC(=O)c2cc3c(s2)CCC3)C(C)(C)c2ccccc21,?
COc1cccc(-n2ccnc2SCC(=O)Nc2nc3ccc(C)cc3s2)c1,-17%
CC(C)CCC(=O)NC1CCN(c2cn[nH]c(=O)c2)CC1,15%
C[C@H](O)c1onc(-c2ccccc2)c1C(=O)N1CCOCC1,34%[activator][86.2 µM]
Cc1ccc2nc(-c3cc(-c4ccccc4)no3)cn2c1,?
CCCCCCNc1ncnc2c1sc1nc(N3CCOCC3)c3c(c12)CCCC3,-8%
CCCNC(=O)C(NC(=O)c1ccc(C)cc1)C1CCN(C(=O)c2ccc(F)cc2)CC1 (centres undefined),-7%
CN(Cc1ccc(C(=O)NCC(F)(F)F)cc1)C(=O)CCc1ccccc1,-1%
Cc1ccc(/C(O)=C2\C(=O)C(=O)NC2c2ccc(Br)cc2)cc1 (centres undefined),-8%
CCCSc1nc2c(c(=O)n(C)c(=O)n2C)n1C/C=C/c1ccccc1,2%
O=S(=O)(NCc1ccccc1Cn1cccn1)N1CCCCC1,-6%
O=C(c1ccccc1)c1oc(-c2ccccc2)c(Cl)c1-c1ccccc1,16%
COc1ccc(NC(=O)c2c(NC(=O)C(F)(F)F)sc3c2CCCCC3)cc1,-8%
CCC(c1cccs1)N1C(=O)[C@H]2CN(S(=O)(=O)c3cn(C)cn3)C[C@H]2C1=O (some centres undefined),-1%
O=C(NCC12CCCN1CCC2)c1ccc(C2CCNC2)cc1 (centres undefined),15%
COc1cccc(-n2c(=O)c3sc4ccccc4c3n(CC(=O)Nc3ccccc3OC)c2=O)c1,?
COc1ccc2c(c1)CCc1c(C(=O)Nc3c(C)nn(Cc4ccccc4C)c3C)noc1-2,?
CC(OC(=O)c1ccc(C(N)=O)cc1)C(=O)NC12CC3CC(CC(C3)C1)C2 (centres undefined),13%
COc1ccc(C(=O)N[C@@H]2CN(Cc3ccncc3)C[C@H]2CN(C)C)c(OC)c1,?
Nc1ccccc1/C=N\N=C/c1ccccc1N,1%
Cc1noc(C)c1-c1cn(C)c(=O)n2cc(COc3ccc(Cl)cc3)nc12,-7%[86.2 µM]
CSc1ccc(C)c(C(=O)NC2CCCCC2)c1,-24%
O=C(OCc1nc2ccccc2o1)c1cccc(F)c1,19%
O=S(=O)(c1ccc(Cl)s1)N1CCC(n2c(C(F)(F)F)nc3cccnc32)CC1,-19%
CC(C)c1ccc(N2C(=O)CSC23C(=O)N(Cc2cccc(F)c2)c2ccccc23)cc1 (centres undefined),?
CCNC(=O)N1CCC2(CC1)CC(N(CC)CC)CCO2 (centres undefined),-2%
CC(C)c1ccc(NC(=O)C2CCCN(S(=O)(=O)c3cccc4nsnc34)C2)cc1 (centres undefined),-18%
Cc1ccc(-c2cc(C(=O)NCCC(c3ccccc3)c3ccccc3)c3ccccc3n2)cc1,-10%
CN(Cc1ccc(F)cc1)S(=O)(=O)c1nnc(NC(=O)c2ccc(F)cc2)s1,0%
CCCC(=O)N1CCc2cc(OC)c(OC)cc2C1COc1ccc(C(=O)OC)cc1 (centres undefined),-23%
Cc1ccc(OCC(=O)Nc2nonc2-c2ccc(C)c(C)c2)cc1C,-22%
CCOC(=O)c1c(NC(=O)/C=C/c2ccc(Cl)cc2)sc2c1CCC(C)C2 (centres undefined),3%
C(#Cc1ccccc1)CSc1nc2ccccc2s1,17%
O=C(O)c1ccc(-c2ccc(CO)o2)cc1,?
COc1cc(C(=O)Nc2cc(C)c(O)c(-c3nc4cc(Cl)ccc4o3)c2)cc(OC)c1OC,-16%
CC(=O)N1Cc2ccccc2OC2(CCN(C(=O)CCc3c[nH]c4ccccc34)CC2)C1,?
O=C(NCC1(COc2cnccn2)C[C@@H](O)[C@@H](O)C1)N1CCOCC1 (some centres undefined),?
CC1=NOC2(CCN(Cc3ccncc3)CC2)C1,-15%[86.2 µM]
O=C(CSc1ccc(-c2ccccn2)nn1)Nc1ccc(F)c(F)c1,12%&19%
COc1ccc(CN2C=C(C(=O)OCc3nc(C)no3)C(C)=NS2(=O)=O)cc1,16%
Cc1ccnc(SCCCn2c(Br)nc3c2c(=O)[nH]c(=O)n3C)n1,11%
O=C(CCC1CCCC1)NCc1ccc(CN2CCCC2)cc1,29%
Cc1cccc(NC(=O)c2ccc(F)c(S(=O)(=O)N3CCN(c4ccc(F)cc4)CC3)c2)c1,?
CCN1CCN(c2c(S(=O)(=O)c3ccc(C)c(C)c3)cnc3ccc(F)cc23)CC1,-15%
CCOc1ccccc1C(=O)Nc1ccc(S(=O)(=O)N(Cc2ccccc2)c2ccccc2)cc1,9%

In the list so far, 2 have a COOH group:
molecule,KDM5B inhibitor
CCOc1ccc(CNCc2c(C(=O)O)c(C)n(Cc3cccc(OC)c3)c2C)cc1OC,-24%
O=C(O)c1ccc(-c2ccc(CO)o2)cc1,?

Remaining list, next part
molecule,KDM5B inhibitor
CCOC(=O)c1c(S(=O)(=O)N2CCCC(C(=O)N3CCN(c4cccc(C)c4C)CC3)C2)c(C)n(C)c1C (centres undefined),-28%
COc1cc(C(=O)OCc2cc(=O)n3ccsc3n2)cc(OC)c1OC,7%
O=C(Nc1nnc(S(=O)(=O)N2CCCC2)s1)c1ccccc1F,-16%
COCCOC1CCOC2(CCN(C(=O)CCc3nc4ccccc4[nH]3)CC2)C1 (centres undefined),-17%
O=C1C(c2ccc(C(F)(F)F)cc2)=C(NC2CCCCCC2)c2ccccc21,20%
Cn1nccc1C(=O)N1CCCN(Cc2ccncc2)C(c2ccccc2)CC(=O)NCC1 (centres undefined),-21%
Cc1ccc2c(c1)cc1c(=O)n(Cc3ccc(Cl)cc3)nc(C)n12,?
Cc1ccc(S(=O)(=O)N2CCN(CCNC(=O)c3ccc(S(=O)(=O)N(C)C)cc3)CC2)cc1,1%
CC(C)C(NC(=O)C(C)(c1ccccc1)c1ccccc1)c1ccccc1 (centres undefined),4%
CCOc1ccccc1NC(=O)CSc1nnc(C2CC2)n1CC,6%
Cn1ccnc1CN1CCCC(NC(=O)c2ccc3c(c2)CCCO3)CC1 (centres undefined),5%
COc1cccc(-c2nnc3n(Cc4ccc(C)cc4)c(=O)c4ccccc4n23)c1O,-7%
COCc1ccc(C(=O)N2CCCC(C(=O)c3cccc(C(F)(F)F)c3)C2)o1 (centres undefined),22%
Cc1cccc(NC(=O)CCc2ncc(-c3ccc(F)cc3)o2)c1C,-1%
O=C(NC(C(=O)NCc1ccco1)C1CCN(C(=O)C2CC2)CC1)c1ccccc1 (centres undefined),-25%
COC(=O)CC1CCCCN1CC(=O)NC(=O)NCc1ccco1 (centres undefined),0%
CCc1cccc(NC(=O)c2nc(-c3ccncc3)no2)c1,-14%
Cn1ncc(N2CCC(CNC(=O)c3ccc(F)cc3Cl)C2)cc1=O (centres undefined),19%
Cc1ccc(CNC(=O)c2ccccc2NC(=O)CN2CC(C)OC(C)C2)cc1 (centres undefined),14%
Cc1ccccc1NC(=O)CSc1nc(=O)[nH]c2c1CCCC2,-11%
CC(=O)c1ccc(NC(=O)Cn2c3ncccc3c(=O)n2-c2ccc(C)cc2)cc1,?
Cc1ccc(S(=O)(=O)N2CCN(C(=O)c3cn(C)c4ccccc34)CC2)cc1,15%
O=S(=O)(c1ccc(Sc2nnnn2C2CC2)nc1)N1CCCC1,-5%
CCn1nccc1C(=O)N1CC(c2nc(CCOCC3CC3)no2)C1,-14%
Cc1cc(C)cc(NC(=O)CSc2oc(-c3ccco3)nc2S(=O)(=O)c2ccc(Cl)cc2)c1,?
O=C1CCN(C(=O)[C@@H]2CCCN2C(=O)Nc2ccc3c(c2)OCCO3)CCCCCCN1,-18%
Cc1ccsc1C(=O)NC(C)c1ccccc1 (centres undefined),22%
O=C1NCCCCCCN(C(=O)Nc2ccc3c(c2)OCCO3)[C@H]2CCCC[C@@H]12,-29%
O=C(NC1CCCC1)C(c1ccc(Cl)cc1)N(C(=O)c1csnn1)C1CC1 (centres undefined),32%
CCOC(=O)n1cc(C(=O)c2ccccc2O)cn1,21%
CC(c1ccccc1)N(C)C(=O)c1nn(C)c(=O)c2ccccc12 (centres undefined),-4%
Cc1cc(C)cc(NS(=O)(=O)c2ccc3[nH]cc(C(=O)N4CCCCC4)c(=O)c3c2)c1,-15%
CN1C(=O)c2cccn2CC1C(=O)N1CC=C(c2ccccc2)CC1 (centres undefined),-31%
CN(C)C(=O)c1cccnc1OC1CCN(C(=O)c2ccc(F)c(F)c2)C1 (centres undefined),2%
CCCCC(=O)NC(Nc1ccccc1F)(C(F)(F)F)C(F)(F)F,25%
COc1ccc(C(=O)Nc2ccc(S(=O)(=O)Nc3cnc4ccccc4n3)cc2)cc1,-20%
COC(=O)[C@@H](C)NC(=O)NCC(c1ccccc1)c1ccccc1,28%
O=C(Nc1cccnc1Oc1ccccc1)c1cc(F)ccc1Br,17%
CCN(CCn1cccn1)C(=O)c1ccc2nc(-c3ccc(F)cc3)cn2c1,25µM*
Cc1ccc(C(C)C)c(OCc2ccc(C(=O)N/N=C/c3ccc(C(=O)O)cc3)cc2)c1,?
N#CCCSc1nc(N2CCOCC2)c2c(c1C#N)CCCC2,-4%
COc1ccc(C(=O)Nc2ccccc2C(=O)N2CCCCCC2)cc1,10%
CCN(CC)S(=O)(=O)c1ccc2c(c1)c(=O)c(C(=O)N1CCN(c3ccccc3OC)CC1)cn2C,?
COCCN(CC1CCCO1)c1nc(CCN)nc2ccccc12 (centres undefined),-21%
Cc1ccc(NC(=O)c2oc3ccccc3c2NC(=O)C2CCCCC2)cc1,?
CCCOP(=O)(c1ccc(N(C)C)cc1)C(O)c1ccc(Cl)cc1Cl (centres undefined),5%
Cc1ccc(C(=O)Nc2ccc3c(N4CCOCC4)ncnc3c2)cc1F,?
COc1cccc(-c2nc(C3CC(=O)N(c4ccc(F)cc4)C3)no2)c1 (centres undefined),-20%
O=C(NC1CCCC1)c1cc(-c2ccc(Cl)cc2)nc2ccccc12,17%
Cc1cc(C)c(NC(=O)CSc2ccnc(=O)[nH]2)c(C)c1,-14%
COc1ccc(C(C)=O)cc1CC(=O)N(Cc1ccccc1)c1ccccc1,?
COc1ccc(OC)c(-c2cc(-c3ccccc3)nc3c(C)noc23)c1,35µM*
CCOC(=O)c1cc(-c2ccc(C)cc2)n(CC(=O)NC2CCCCCC2)c1C,-8%
